Compound activity: PubChem BioAssay, National Center for Advancing Translational Sciences (NCATS)
PI4K2A block: qHTS for small molecular inhibitors of PI4K2A; 420,000 compounds, 0.13% hits; purified PI4K2A, ADP-Glo luminescence, 1 h; hits give low values; activity change, negative = inhibition, % at 76.9 µM; Phosphatidylinositol 4-kinase type 2-alpha (Homo sapiens), Q9BTU6; AID 1346378, 2018; in the data active means activity change below about -50%; inconclusive means mostly about -30% to -49%;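 further: -100% = wells without enzyme as full effect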
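In this quantitative HTS, ADP production by PI4K2A was quantified luminescently after 1 h at ambient temperature; 100 microM adenosine served as plate-quality control.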
RXFP1 ag: qHTS Assay for Agonists of the Relaxin Receptor RXFP1. AID 2676, 2010. Relaxin receptor 1 (Homo sapiens), Q9HBX9. 370,000 compounds, 0.3% hits. Potency, µM (top dose mostly 57.5 µM), without a hit: at the highest dose activation, actives largely listed as activators. HEK293T-RXFP1 cAMP TR-FRET, 30 min; response scale: percent of porcine relaxin response, buffer zero; further: potency means the concentration at half of the fitted maximal effect; on the % scale 0 is the no-effect control and ±100 the full control effect; nearly all actives have a fitted effect of over 60% in size; many of its hits are not listed in these tables
Target sequence (Q9HBX9 whole entry, looked up): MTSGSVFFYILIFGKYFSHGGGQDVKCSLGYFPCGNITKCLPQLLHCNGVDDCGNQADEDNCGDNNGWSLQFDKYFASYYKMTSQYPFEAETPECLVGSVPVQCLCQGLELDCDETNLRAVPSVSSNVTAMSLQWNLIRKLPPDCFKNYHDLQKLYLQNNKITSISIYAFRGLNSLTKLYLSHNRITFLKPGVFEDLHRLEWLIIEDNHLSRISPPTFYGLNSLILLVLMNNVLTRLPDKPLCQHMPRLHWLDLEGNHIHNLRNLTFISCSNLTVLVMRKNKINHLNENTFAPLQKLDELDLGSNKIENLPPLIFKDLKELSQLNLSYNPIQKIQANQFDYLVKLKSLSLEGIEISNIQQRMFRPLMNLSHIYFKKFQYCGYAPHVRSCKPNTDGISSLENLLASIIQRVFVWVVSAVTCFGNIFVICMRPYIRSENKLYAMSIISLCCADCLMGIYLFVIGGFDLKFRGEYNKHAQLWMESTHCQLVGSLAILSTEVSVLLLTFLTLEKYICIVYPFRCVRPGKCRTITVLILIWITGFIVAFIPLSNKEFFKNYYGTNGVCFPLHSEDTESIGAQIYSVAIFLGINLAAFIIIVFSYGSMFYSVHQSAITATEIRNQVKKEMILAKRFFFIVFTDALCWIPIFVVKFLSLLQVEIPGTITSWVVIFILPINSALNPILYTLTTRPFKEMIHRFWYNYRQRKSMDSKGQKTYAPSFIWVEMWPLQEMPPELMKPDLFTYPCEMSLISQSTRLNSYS
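HEK293 cells stably expressing RXFP1, treated 30 min at 37C with compounds plus PDE4 inhibitor Ro 20174; cAMP measured by HTRF TR-FRET. Normalized to buffer and 29 nM porcine relaxin; EC50 by Hill fit.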
LDHA inh: qHTS assay for inhibitors of human lactate dehydrogenase. purified LDHA, NADH/diaphorase-resazurin fluorescence; hits give low values. AID 1347041, 2019. L-lactate dehydrogenase A chain (Homo sapiens), P00338. 480,000 compounds, 0.15% hits. activity change, % (values are at about 110 or 230 µM); in the data active means activity change below about -30%; inconclusive means mostly about -25% to -30%;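 further: plate controls were DMSO wells for no effect and wells without enzyme for full effect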
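Resorufin fluorescence (ex540/em590), read at 0 and 20 min after diaphorase/resazurin addition, reports the NADH left after a 5 min room-temperature reaction of 2 nM human LDH5 with 0.06 mM NADH and 0.2 mM pyruvate.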
USP1-UAF1 inh: Inhibitors of USP1/UAF1: Primary Screen; Potency, µM (doses to about 57.1 µM), inactives show at the top dose activity change, negative = inhibition, usual class: inhibitors; Ubiquitin carboxyl-terminal hydrolase 1 (Homo sapiens), O94782; recombinant USP1/UAF1, Ub-Rhodamine cleavage fluorescence; AID 743255, 2014; 390,000 compounds, 0.23% hits; further: potency means the concentration at half of the fitted maximal effect; on the % scale 0 is the no-effect control and ±100 the full control effect; nearly all actives have a fitted effect of over 60% in size; inactives centre near -12
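High-throughput fluorogenic screen: 1nM USP1/UAF1 complex, Ub-Rho substrate 150nM final, 50mM HEPES pH 7.8 with 0.5mM EDTA, 0.1 mg/ml BSA, 1mM TCEP and 0.01% Tween-20.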
GRP78 ERSR act: qHTS for Inducers of the Endoplasmic Reticulum Stress Response (ERSR) in Human Glioma: qHTS; U87-MG GRP78 promoter luciferase reporter, 16 h; Potency, µM, for inactives: top-dose activation, usual class: activators; 420,000 compounds, 0.02% hits; AID 602332, 2012; further: potency means the concentration at half of the fitted maximal effect; series mostly up to about 76 µM; % of control where 0% means no effect; nearly all actives have a fitted effect of over 35% in size
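Stably transfected U87-MG glioma cells carrying a GRP78-based luciferase sensor; 16 h compound incubation. Luminescence end-point read 10 min after Bright-Glo addition at room temperature.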
Vif-A3F inh: qHTS for Inhibitors of Vif-A3F Interactions: qHTS | HeLa A3F-eYFP + Vif (tagged APOBEC3F with the HIV-1 protein that degrades it), YFP fluorescence increase | Potency, µM (series often up to 46.1 µM), without a hit: at the top dose activity, negative = active | 390,000 compounds, 0.2% hits; further: potency means the concentration at half of the fitted maximal effect; % of control where 0% means no effect; nearly all actives have a fitted effect of over 65% in size
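HeLa cells stably expressing A3F-eYFP plus Vif, plated and incubated overnight at 37 deg C, then exposed to compounds overnight at 37 deg C. Blocked degradation read as raised yellow fluorescence (Ex 488/Em 500-530).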
IDH1 R132H inh: qHTS for Inhibitors of mutant isocitrate dehydrogenase 1 (IDH1): qHTS | IDH1-R132H enzyme, NADPH consumption, diaphorase/resazurin fluorescence | 390,000 compounds, 0.093% hits | Isocitrate dehydrogenase [NADP] cytoplasmic (Homo sapiens), O75874 | Potency, µM (doses to about 76.6 µM), for inactives: at the highest dose activity change, negative = inhibition, most hits filed as inhibitors; further: potency means the concentration at half of the fitted maximal effect; on the % scale 0 is the no-effect control and ±100 the full control effect; nearly all actives have a fitted effect of over 65% in size
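IDH1-R132H (0.5 ug/mL) preincubated 30 min with compound, then NADPH (0.016 mM) and alpha-KG (2 mM) added; 80 min at RT, pH 7.5. Remaining NADPH coupled via diaphorase/resazurin to fluorescence (540/590 nm); concentration-response curves normalized to no-enzyme control.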
TrxR1 substrate: qHTS Assay for Substrates of Mammalian Selenoprotein Thioredoxin Reductase 1 (TrxR1): qHTS | Potency, µM (doses to about 114 µM), for inactives: at the top dose activity change, negative = substrate turnover | 390,000 compounds, 0.01% hits | purified TrxR1 substrate turnover, NADPH consumption readout | Thioredoxin reductase 1, cytoplasmic (Rattus norvegicus), O89049; further: potency means the concentration at half of the fitted maximal effect; on the % scale 0 is the no-effect control and ±100 the full control effect; nearly all actives have a fitted effect of over 50% in size
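Rat TrxR1, dispensed at 90 nM, was prereduced with 400 uM NADPH (final) for 5 min at ~22 deg C, then incubated with compound 15 min before 400 uM selenite. A first-read NADPH fluorescence drop versus no-compound background flagged substrates.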
Vif-A3G inh: qHTS for Inhibitors of Vif-A3G Interactions: qHTS | HeLa A3G-eYFP + Vif (tagged APOBEC3G with the HIV-1 protein that degrades it), YFP fluorescence, overnight | 410,000 compounds, 0.076% hits | Potency, µM (doses to about 46.1 µM), inactives show top-dose activity, negative = active, actives largely listed as inhibitors | AID 602310, 2012 | DNA dC->dU-editing enzyme APOBEC-3G (Homo sapiens), Q9HC16;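 further: potency means the concentration at half of the fitted maximal effect; on the % scale 0 is the no-effect control and ±100 the full control effect; nearly all actives have a fitted effect of over 60% in size; hits raise eYFP signal because A3G escapes Vif-driven loss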
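HeLa cells stably expressing Vif and C-terminally eYFP-tagged A3G, seeded overnight at 37 deg C, then exposed to compound by pintool overnight at 37 deg C. Rise in yellow fluorescence (Ex 488/Em 500-530, Acumen) marks blocked Vif-driven A3G degradation.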
Active calls of the source: *; ? = inconclusive; / = not tested or not shown; & = joins results of further samples; [ ] = remark or other dose. Unless noted, the call rests on the fitted dose curve; in most records, active means well fitted curve in the direction sought with a large enough effect; inconclusive means small, poorly fitted or top-dose-only effect, or another doubt; inactive means no such curve, though single readings can be large; an effect the other way counts as inactive or inconclusive.

Order of results – PI4K2A block	RXFP1 ag	LDHA inh	USP1-UAF1 inh	GRP78 ERSR act	Vif-A3F inh	IDH1 R132H inh	TrxR1 substrate	Vif-A3G inh
> CC(C)CC1C(=O)N(Cc2cn(CCC3OCCCO3)nn2)CCS(=O)(=O)N1Cc1ccc(-c2cccc(CO)c2)cc1 (stereo not drawn)
 : -2	/	-2	-21%	-1%	0%	-3%	/	-9%
> OCC(O)C(O)CC1SCCS1 (stereo not drawn)
 : -3	/	-4	-18%	-4%	8%	5%	-7%[11.4 µM]	1%
> COc1ccc(N(C)C(=O)CCS(=O)(=O)c2cccc3nonc23)c(OC)c1
 : 9	-1.8%	-4	-4%	-7%	/	2%	-7%	-4%
> COC(=O)[C@]12C(=O)NC[C@H](CN1c1ccc(C(F)(F)F)cc1)N2C
 : -4	/	-2	?	-2%	4%	-1%	9%[57.1 µM]	3%
> O=C(CSCc1ccc(Cl)cc1)Nc1ccc(-c2nnc(-c3ccccc3)o2)cc1
 : 1	-0.3%	1	-8%	-1%	-9%	13%	28%	-12%
> CCC(C)NC(=O)CNC(=O)Cn1c(C)cc2ccccc2c1=O (stereo not drawn)
 : -2	-0.4%	-1	-16%	-6%	-14%	-1%	8%[57.1 µM]	3%
> COC(=O)c1ccc(NC(=O)C(c2ccccc2)N2Cc3ccccc3C2=O)cc1 (stereo not drawn)
 : -5	-2.2%	-14	-19%	2%	1%	?	-10%	-4%
> O=c1oc(C2(O)CCCCC2)cc2ccc(Br)cc12
 : 0	4.1%	-4	-4%	0%	-4%	-10%	-2%	0%
> CN(Cc1ccccc1)C(=O)C1CCCN1S(=O)(=O)c1ccc(Cl)cc1 (stereo not drawn)
 : -5	0.4%	0	-13%	-4%	-6%	6%	6%	-5%
> CCOC(=O)CSc1nnc(CSc2nc(C)cc(C)n2)n1Cc1ccco1
 : 1	-0.6%	-5	-17%	-1%	-14%	-5%	0%[57.1 µM]	0%
> CCOC(=O)Cc1csc(/N=C/c2c(O)n(-c3ccc(C)c(C)c3)c(=O)c3ccccc23)n1
 : -1	0.6%	-3	-12%	-4%	-12%	-2%	9%	0%
> COc1cc(N)c(Cl)cc1C(=O)OCC(=O)Nc1cccnc1Cl
 : 2	1.7%	-2	-7%	-4%	-9%	2%	5%	-1%
> Cc1cc(C)nc(Nc2ncc(O)n2-c2ccc(C)c(Cl)c2)n1
 : 0	0.6%	-2&4	-18%	-1%	5%	2%	-1%	2%
> COCC1CCN(C(=O)CCc2nnc(CCCCc3ccccc3)o2)CC1
 : 4	-2.9%	-5	-22%	1%	-1%	9%	6%[57.1 µM]	-4%
> CC(CC(=O)Nc1ccccc1)NCCCN1CCCC1=O (stereo not drawn)
 : -3	-0.2%	-21	-11%	-4%	-9%	7%	5%[57.1 µM]	-5%
> CCCCNC(=O)C1(C)CCCCN1Cc1ccc2ccccc2c1 (stereo not drawn)
 : 4	/	3	/	-4%	/	/	/	-1%
> Cc1ccccc1C(=O)NCC(=O)OC(C)C(=O)Nc1cccc(S(=O)(=O)N2CCOCC2)c1 (stereo not drawn)
 : 0	3.1%	-3	-20%	-2%	0%	5%	-4%	1%
> O=S(=O)(NN1CCOCC1)c1ccc(Br)cc1
 : -2	1.1%	1	-23%	6%	-2%	-5%	-8%	0%
> O=C(CN1CCOCC1)Nc1cc(Cl)ccc1Cl
 : -6	-1.4%	-1	-4%	0%	0%	0%	-4%	-1%
> Cc1ccc(OCC(=O)N(Cc2ccccc2)c2c(N)n(Cc3ccccc3)c(=O)[nH]c2=O)c(C)c1
 : -2	-1.5%	-3	-13%	-7%	?	2%	9%	-20%
> CN1CCCC1CCNc1ccc2c(=O)c3ccccc3oc2c1 (stereo not drawn)
 : 2	23%	-2	16%	-3%	2%	-2%	476%[activator][57.1 µM]	7%
> COc1ccc(N(CC(=O)NN=C2CCN(C)CC2)S(=O)(=O)c2ccc(NC(C)=O)cc2)cc1
 : -3	2.8%	0	-26%	-2%	-18%	2%	-4%	-3%
> COCC(=O)n1cc(C(=O)OC)c2ccccc21
 : -3	1.2%	-8	-13%	7%	-15%	2%	9%	1%
> COc1ccc(C(=O)NCc2nnc(SC)n2Cc2ccccc2)cc1
 : -9	-0.7%	-3	5%	-1%	-7%	-6%	-5%[57.1 µM]	-2%
> CN1CCN(Cc2cc(COCc3ccccc3)c3cccnc3c2O)CC1
 : -8	-0.8%&-0.1%	8	-13%	-1%	?	4%	-9%	-6%
> Cn1c(=O)c2c([nH]c(=O)n2C)n(Cc2ccccc2)c1=O
 : -2	/	-7	2%	-10%	6%	-2%	7%[57.1 µM]	0%
> NC(=NCc1ccccc1)c1cccc([N+](=O)[O-])c1
 : 2	1.2%	-3	-19%	-1%	-5%	-9%	-7%	0%
> O=C(CN1C(=O)COc2ccc(S(=O)(=O)N3CCCC3)cc21)NCCc1ccc(Cl)cc1
 : 4	4.1%	0	-16%	2%	1%	8%	-3%[57.1 µM]	-1%
> COc1ccc(CNC(=O)c2ccc3nccnc3c2)cc1
 : -3	3.7%	5	-10%	-2%	-3%	4%	-9%	-5%
> CC1C(=O)N2CCCc3cc(NC(=O)COc4ccc(Cl)cc4)cc1c32 (stereo not drawn)
 : -6	2.1%	-2	-10%	-1%	-4%	0%	-1%[57.1 µM]	-8%
> O=C(c1ccccn1)N1CCN(S(=O)(=O)c2ccc(F)cc2)CC1
 : 3	0.2%	2	-16%	-4%	-6%	4%	-7%	2%
> Cc1ccc(S(=O)(=O)N(C)CC(=O)OCC(=O)N2CCN(c3ccccc3)CC2)cc1
 : -6	-0.5%	-3	-10%	-5%	9%	8%	-7%	0%
> Cc1ccccc1-n1c(SCC(=O)N2CCCCC2)nc(O)cc1=O
 : -2	0.8%	2	-16%	-2%	5%	4%	8%	1%
> COC(C(=O)Nc1ccnn1C1CCN(Cc2nccs2)CC1)c1ccccc1 (stereo not drawn)
 : 1	3.3%	0	-12%	-6%	?	7%	3%	1%
> O=C(Nc1cc(S(=O)(=O)N2CCOCC2)ccc1N1CCCC1)c1ccccc1F
 : 2	/	-2	-2%	-1%	-2%	2%	/	-6%
> Fc1ccc(-n2c(Cn3nnc4ccccc43)n[nH]c2=S)cc1
 : 0	8.6%	-14	-4%	-3%	5%	-9%	-8%	-1%
> COc1cc(C)ccc1S(=O)(=O)n1nc(C)cc1C
 : -1	-0.1%	-2	-5%	-2%	-9%	7%	-7%[57.1 µM]	0%
> O=C(CCN1C(=O)c2ccccc2C1=O)C1=NN[C@@H]2C(=O)N(c3cccc(Cl)c3)C(=O)[C@H]12
 : 4	0.4%	-1	-9%	-6%	-11%	8%	-16%	0%
> COc1ccc(-c2nnc(SCC(=O)N3CCCC3)o2)c(OC)c1
 : 5	3.5%	-7	?	3%	0%	1%	7%[0.457 µM]	1%
> CCOc1ccc(CCNC(=O)c2cc(-c3ccccc3)c(N3CCOCC3)s2)cc1
 : 2	/	2	-24%	-1%	-5%	1%	7%	-1%
> Cc1cc(C)cc(NC(=O)CN2CCc3ccccc3C2)c1
 : 10	0.8%	-9	-13%	-3%	8%	5%	-6%	-6%
> C/C(=N\Nc1ccc(F)cc1F)c1ccc(N2CCOCC2)cc1
 : -7	2.0%	4	-21%	2%	-12%	-1%	1%	0%
> COc1ccccc1-n1c(=O)[nH]c2c(C(N)=O)nc(-c3cccnc3)nc21
 : ?	0.9%	-3	3%	-2%	-9%	-5%	23%	-11%
> CCOC(=O)C1=C(C)N(CCCCCC(=O)O)C(=O)NC1c1cccc([N+](=O)[O-])c1 (stereo not drawn)
 : 2	20%	-2	-19%	-1%	-9%	-5%	5%	3%
> CC(C)c1cc(-c2cc(-c3ccc(Cl)cc3)on2)nc(NC2CCCC2)n1
 : -2	-0.2%	-3	-8%	-3%	11%	3%	13%[57.1 µM]	4%
> C/C(=N\NC(=O)Cn1c(C)nc2ccccc21)c1cccs1
 : 3	4.9%	-1	-15%	-4%	11%	5%	-9%	2%
> C/C(=C\C(=O)c1ccc(Cl)cc1)Nc1ccc(N2CCOCC2)cc1
 : -3	-1.1%	2	-12%	-5%	3%	1%	-4%	3%
> Cc1ccc(C(=O)Nc2cc([N+](=O)[O-])ccc2F)s1
 : 2	0.2%	-1	-17%	1%	2%	10%	-2%	-7%
> COc1ccc(OC)c(NC(=O)c2cc(-c3ccc(F)cc3OC(C)C)n[nH]2)c1
 : -6	/	0	/	0%	/	/	/	3%

Not all compounds are listed. The share of hits here may be higher or lower than overall.
